Source: PubChem
OX1R antag-1: blocks the human orexin 1 receptor | inhibition, % at 6.6 µM | AID 485270 | 1.8% of 330,000 active | OX1R-expressing cells, FRET antagonist read-out | O43613; in the data active means inhibition mostly above about 38%, no sharp cut-off; inactive means mostly below about 40%;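 further: 0% = agonist challenge alone and 100% = reference antagonist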
Target sequence (O43613 whole entry, looked up): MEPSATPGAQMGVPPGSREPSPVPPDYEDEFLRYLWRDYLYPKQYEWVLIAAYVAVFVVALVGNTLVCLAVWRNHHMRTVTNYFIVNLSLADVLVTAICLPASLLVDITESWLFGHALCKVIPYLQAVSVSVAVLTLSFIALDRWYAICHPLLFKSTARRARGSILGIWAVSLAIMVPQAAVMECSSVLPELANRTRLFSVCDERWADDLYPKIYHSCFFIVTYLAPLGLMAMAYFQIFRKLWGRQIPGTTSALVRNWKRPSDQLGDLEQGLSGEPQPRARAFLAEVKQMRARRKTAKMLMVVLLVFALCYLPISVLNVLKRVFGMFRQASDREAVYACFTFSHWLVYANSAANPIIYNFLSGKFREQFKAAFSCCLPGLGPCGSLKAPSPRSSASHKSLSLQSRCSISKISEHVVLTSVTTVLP
OX1R antag-2: antagonists of human orexin 1 receptor | O43613 | CHO/OX1R cells, Fluo-8 calcium fluorescence, orexin A | inhibition, % at 5 µM | 0.43% of 330,000 active | AID 434989;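 active means inhibition above its plate's threshold, mean inhibition of all tested compounds on the plate plus 3 SD, cut at about 37% in these data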;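 further: 0% = orexin A challenge wells and 100% = SB-334867-A antagonist wells; not every result past the cut was called active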
* hit, by the source's call.

mol | OX1R antag-1 | OX1R antag-2
O=C(CCCSc1nnc(-c2cccs2)n1CC1CCCO1)c1ccccc1 (centres undefined) | 39 | -23
CN(/N=C/c1cc(Cl)ccc1O)C1=NS(=O)(=O)c2ccccc21 | 10 | -1
CC1Nc2nc(NC(=O)C(C)(C)C)[nH]c(=O)c2N(C)C1C (centres undefined) | -2 | 3
CCOCCCNC(=O)c1ccc(N2CCCC2)c(NS(=O)(=O)c2ccc(C)cc2)c1 | 7 | -29
Cc1ccccc1C(=O)N1CCc2cc(-c3csc(NC(=O)CN4CCCC4)n3)ccc21 | 16 | -9
CCN(C[C@H]1N[C@@](CC)(C(=O)OC)[C@H]2C(=O)N(C)C(=O)[C@@H]12)C(=O)Nc1ccccc1 | 3 | -3
C[C@@H]1CCCCCCCCCCC1=O | -4 | -5
CCCCNC(=O)Nc1ccon1 | 5 | 2
Cc1onc(-c2ccccc2Cl)c1C(=O)Nc1ccc(S(=O)(=O)N2CCCC2)cc1 | 13 | -10
Cc1ccc(SCC(=O)NNC(=O)c2cncc(Br)c2)cc1 | 8 | -6
Cc1cc(C)c2oc(C(=O)Nc3ccc(S(=O)(=O)Nc4nccc(C)n4)cc3)cc(=O)c2c1 | 14 | 6
Cc1ccc(CN(CC2CCCO2)C(=O)CN2C(=O)C(C(C)C)Oc3ccccc32)o1 (centres undefined) | 30 | -38
CCOc1ccc(C(=O)COC(C)=O)cc1 | 2 | -5
COc1ccc(S(=O)NC2CCCCC2)c(OC)c1C (centres undefined) | 10 | -15
CCOC(=O)C(CC)(CC)/C(C)=N/NC(=O)CC#N | 12 | -15
O=C(NNC1CC(=O)N(c2ccc(Cl)cc2)C1=O)c1ccccn1 (centres undefined) | 10 | -9
CCOC(=O)C1=CN(Cc2cccc(F)c2)S(=O)(=O)NC1c1ccc2ccccc2c1 (centres undefined) | 5 | 22
CC1Cc2ccccc2N1CC(=O)Nc1ccc2c(c1)OCO2 (centres undefined) | 6 | 8
CC(NC(=O)c1cnc2n(c1=O)CCS2)c1ccccc1 (centres undefined) | 18 | 3
CC(=O)NC(NC(=S)N1CCCCCC1)C(Cl)(Cl)Cl (centres undefined) | 4 | -1
COc1ccc(C(=O)N/C(=C/c2cccs2)C(=O)NC(C)(C)C)cc1OC | 2 | -23
CCOc1ccccc1C(=O)N(CN1CCCC1=O)c1ccc(C)c(Cl)c1 | 11 | -21
CCCn1c(SCC(=O)Nc2c(C)cccc2C)nnc1C(C)C | 33 | -19
COc1ccc(C2NC(=O)NC(c3ccccc3)=C2c2nc3ccccc3s2)cc1 (centres undefined) | 5 | -31
Clc1ccc(-c2nc3ccccc3n2OCc2ccccc2)cc1 | 10 | -26
O=C(Nc1cccc(O)c1)c1ccc(Br)c(S(=O)(=O)N2CCCCC2)c1 | 15 | -8
O=C(c1noc2c1CCc1ccccc1-2)N1CCCc2ccccc21 | 5 | -1
Cc1ccc2nc(C)c(C(=O)N/N=C/c3cccs3)n2c1 | 15 | -6
CC(=O)c1ccccc1C(=O)NCc1cccnc1 | 7 | -7
CC1CCCN(C(=O)c2sc3cc([N+](=O)[O-])ccc3c2Cl)C1 (centres undefined) | 37 | -16
Cc1n[nH]c(C)c1S(=O)(=O)N1CCC(C(=O)O)CC1 | 10 | -5
Cc1ccc(C(C2C(=O)CC(C)(C)CC2=O)C2C(=O)CC(C)(C)CC2=O)s1 | 0 | -18
O=C(NCC(=O)N1CCN(c2ccccc2)CC1)c1cccs1 | 17 | 5
Cc1ccc(S(=O)(=O)N2CCN(C(=O)c3ccc(Br)o3)CC2)c(C)c1 | 12 | -31
COC(=O)c1ccc(-n2nnnc2SCC(=O)Nc2ccccc2OC)cc1 | 14 | 1
CCOC(=O)C1=C(c2ccccc2)NC(=O)NC1c1cc(OC)c(O)c([N+](=O)[O-])c1 (centres undefined) | 35 | -21
COc1ccc(C(=O)N2CCN(c3cccc(Cl)c3)CC2)cc1S(=O)(=O)NC1CC1 | 1 | -7
CCN(CC)CCNC(=O)c1c(C)n(-c2ccccc2)c2cc(Br)c(OC)cc12 | 6 | -25
COc1cccc(COC(=O)c2c(C)nn(-c3ccccc3)c2Cl)c1OC | 25 | -43
CCOC(=O)[C@@H](C)NS(=O)(=O)N(Cc1ccccc1)[C@H](C(=O)OC)C(C)C | 10 | -10
O=C(CCNC(=O)c1ccc([N+](=O)[O-])cc1)NNC(=O)c1ccncc1 | 47 | -4
OCCNc1nc(-c2ccccc2)c2cc(Cl)ccc2n1 | 7 | -20
O=C(NNS(=O)(=O)c1ccccc1[N+](=O)[O-])c1ccc(O)cc1 | 8 | -3
O=C(c1cccs1)N(Cc1ccccn1)Cc1ccco1 | -5 | -2
COc1ccc(-n2c(O)cnc2Nc2nc(C)cc(C)n2)cc1OC | 8 | 8
Cc1ccc(NC2CCCN(C(=O)CCc3scnc3C)C2)cc1C (centres undefined) | 21 | -28
CC(C)CN(C(=O)Cn1c(Cl)nc2c1c(=O)n(C)c(=O)n2C)C1CCS(=O)(=O)C1 (centres undefined) | 9 | -4
CC(COc1ccccc1Cc1ccccc1)N1CCCCC1 (centres undefined) | 17 | -17
CCN(CC)CCNC(=O)c1c(O)c2c([nH]c1=O)CCCC2 | 17 | -12
Cc1oc2cc3oc(=O)cc(C)c3cc2c1C | -3 | -9
Cc1cc(S(=O)(=O)Nc2ccc(N(C)C)cc2)c(C)s1 | 16 | -12
COc1cccc(C(=O)N2CCN(Cc3cc(Br)ccc3OC)CC2)c1 | 8 | -29
C/C(=N/NC(=O)c1nnn(-c2nonc2N)c1COc1ccccc1)c1ccccc1Cl | 18 | -7
CC1CC(C)(C)CC2(C1)NC(=O)N(CC(=O)NCc1ccccc1F)C2=O (centres undefined) | 8 | -25
O=C(NC(=S)N1CCN(c2ccccn2)CC1)c1ccccc1 | 10 | -11
CCOc1ccc(NC(=O)CN(C)C(=O)c2ccccc2Cc2ccccc2)cc1OCC | 8 | -34
Cc1c(NC(=O)C2(c3ccccc3)CCCC2)c(=O)n(-c2ccccc2)n1C | 11 | -6
CC(C)C(C(=O)Nc1ncn[nH]1)N1C(=O)c2ccccc2C1=O (centres undefined) | 7 | -4
CCOC(=O)C(C)Oc1cccc2c(=O)n(CC(=O)Nc3cccc(OC)c3)ccc12 (centres undefined) | -1 | -23
COc1cc(-c2nc3n(n2)C(c2ccc(F)cc2)C2=C(CCCC2=O)N3)cc(OC)c1OC (centres undefined) | 12 | -19

Next entries.
mol | OX1R antag-1 | OX1R antag-2
COc1cc(C2C(C#N)=C(N)Oc3c2ccc2ccccc32)ccc1OCC(=O)Nc1ccc(C)cc1 (centres undefined) | 6 | -14
C/C(=N/NS(=O)(=O)c1ccc(C)c(C)c1)c1ccncc1 | 9 | -4
O=C(N/C(=C\c1cccc([N+](=O)[O-])c1)C(=O)N1CCOCC1)c1cccc(Br)c1 | 26 | -9
COc1cc(/C=N/Nc2snc(SC)c2C#N)cc(OC)c1OC | 37 | -14
O=C(COC(=O)c1ccccc1)Nc1cc(S(=O)(=O)N2CCCCCC2)ccc1Cl | 13 | -14
Cc1c(N2C(=O)C3C4C=CC(C5CC45)C3C2=O)c(=O)n(-c2ccccc2)n1C (centres undefined) | 0 | -18
CC(=O)Nc1ccc(NC(=O)CCc2ccc(C)o2)cc1 | 8 | -12
COc1ccc(Cl)cc1NC(=O)CN(C)C(=O)c1sccc1-c1ccccc1 | 39* | 36
Cc1ccc(C(=O)NCc2ccc3c(c2)OCO3)cc1 | 4 | -9
O=S(=O)(Cc1ccc(Cl)cc1)NCc1ccc2c(c1)OCO2 | 21 | -7
Cc1ccc(S(=O)(=O)N2CCC(C(=O)C3C(=O)CC(C)(C)CC3=O)CC2)cc1 | 9 | -7
O=c1cc(O)c2sc(Nc3ccc(F)c(Cl)c3)nc2[nH]1 | 4 | -18
CC1(C)C(=O)OC(/C=C/c2cccc([N+](=O)[O-])c2)C(C)(C)C1=O (centres undefined) | 19 | -7
COc1ccc2[nH]cc(CCNC(=O)CCC3CCCCC3)c2c1 | 4 | -19
CNC(=S)NNC(=O)c1sc2cc(C(F)(F)F)cnc2c1-c1cccnc1 | 16 | -23
c1ccc(COc2cccc(CN3CCc4ccccc4C3)c2)cc1 | 4 | -26
CCCNC(=O)/C=C/C(=O)O | 5 | -5
CCOc1ccccc1C(=O)NCC(=O)OCCCOC(=O)CNC(=O)c1ccccc1OCC | 16 | -21
COc1c(C)cc(S(=O)(=O)NCCN2CCOCC2)c(C)c1C | 11 | -8
COCCCNC(=O)c1cn(CCOC)c(=O)c2c1c1ccccc1n2C | 2 | -18
CCc1noc(C)c1C(=O)Nc1ccc(F)c(F)c1 | 20 | 2
COc1ccc(Nc2cc(=O)n(-c3ccccc3)c3c2c(=O)n(C)c(=O)n3C)cc1 | 5 | -12
COc1ccc(N2CCN(C(=O)c3ccc4c(=O)n(CCc5ccc(OC)c(OC)c5)c(=O)[nH]c4c3)CC2)cc1 | 0 | -26
O=C(c1ccc(Cl)cc1Cl)C1(n2cncn2)Oc2ccccc2C1O (centres undefined) | 20 | -16
CN(CC(=O)Nc1ccc(F)cc1)C(=O)C1CCCC1 | 1 | -6
CCOC(=O)C1=C(COC(=O)c2cccc(Cl)c2)NC(=O)NC1C (centres undefined) | -6 | -30
O=C(Cc1c(F)cccc1Cl)Nc1cccnc1 | 7 | -10
CCSc1nnc(NC(=O)CCNC(=O)c2ccccc2Cl)s1 | 3 | -3
Cc1ccn(C)c(=N)c1 | 27 | 4
Cc1noc(C)c1C(=O)N1CCN(Cc2ccc3c(c2)OCO3)CC1 | 10 | -11
CCS(=O)(=O)c1nc(S(=O)(=O)c2ccc(Cl)cc2)c(N2CCc3ccccc3C2)s1 | 6 | -8
CCC(c1ccccc1)c1nc(-c2ccccn2)no1 (centres undefined) | 6 | -14
O=C(NCCCn1ccnc1)/C(=C/c1ccco1)NC(=O)c1ccccc1 | 20 | 0
CN1CCN(CC(O)COc2ccc(Cl)cc2)CC1 (centres undefined) | 11 | -15
COc1ccccc1OC(=O)Nc1ccc(Cl)cc1 | 10 | -3
O=C(O)c1ccc(NS(=O)(=O)c2ccc3c(c2)OCCO3)cc1 | 8 | -9
COc1cc(OC)cc(C(=O)NC(C(=O)O)C23CC4CC(CC(C4)C2)C3)c1 (centres undefined) | 9 | -7
Cc1ccccc1S(=O)(=O)Oc1ccccc1C(=O)Oc1ccccc1 | 30 | 27
O=C(Cn1cnc2c(nnn2Cc2ccccc2F)c1=O)NCC1CCCO1 (centres undefined) | 6 | -7
COc1ccc(NC(=S)NC2CCN(Cc3ccccc3)CC2)cc1OC | 10 | -19
CC1(C)CC(C(CCN(Cc2ccccc2)C(=O)c2ccco2)c2ccc(F)cc2)CCO1 (centres undefined) | 8 | -3
Cc1ccc(OCC(=O)Nc2ccc(S(=O)(=O)N3CCN(C)CC3)cc2)cc1 | 4 | -15
CCOC(=O)c1ccc(S(=O)(=O)N2CCC(C(=O)O)CC2)cc1 | 7 | -3
CCN(CC)CCNc1ncnc2c1sc1nc(N3CCCC3)c3c(c12)CC(C)(C)OC3 | 2 | -32
C/C(=N\N=C1\NC(=O)CC(C(=O)O)S1)c1cccs1 (centres undefined) | 10 | 5
O=C(NN=Cc1ccc(N2CCOCC2)cc1)c1cc2ccccc2cc1O | 8 | 21
COc1ccc(NC(=O)NC2CCCc3ccccc32)c(OC)c1 (centres undefined) | 33 | -11
Cc1csc(SCC(=O)NC(=O)Cc2ccccc2)n1 | 19 | -26
COc1ccc(C2C(C(=O)c3ccco3)=C(O)C(=O)N2CCN2CCOCC2)cc1 (centres undefined) | 21 | -14
Cc1cc(=O)oc(C)c1C(=O)NC1CC(C)(C)NC(C)(C)C1 | 16 | -9
O=C(/C=C/c1c(Cl)cccc1Cl)N1CCN(c2ncccn2)CC1 | 18 | -16
C=C1CCN(C(C(=O)OC)C(C)C)S(=O)(=O)c2ccccc21 (centres undefined) | 25 | -20
Brc1ccc(Sc2cnc3ccccc3n2)cc1 | 5 | -25
Cc1ccccc1OCc1nc2ccccc2c(=O)n1/N=C/c1cn[nH]c1-c1ccccc1 | 11 | -21
CC(=O)Nc1ccc(NC(=S)NC(=O)/C=C/c2ccc(Cl)cc2)cc1 | 43 | -2
Cc1cnc(C(=O)Nc2ccc(OC(F)(F)F)cc2)cn1 | 18 | -3
Fc1ccccc1CSc1nc2ncccc2[nH]1 | 5 | -12
O=C(COc1ccc2ccccc2c1)Nc1ccc2c3c(cccc13)CC2 | 13 | -7
Cc1ccc(C)c(OCc2cc(C(=O)N3CCOCC3)no2)c1 | 9 | -9
COc1ccc(C2=NOC(C(=O)Nc3ccc4c(c3)OCO4)C2)cc1OC (centres undefined) | 1 | -11

Three entries out of the list above, arranged by the number in OX1R antag-2, highest first.
mol | OX1R antag-1 | OX1R antag-2
Cc1cnc(C(=O)Nc2ccc(OC(F)(F)F)cc2)cn1 | 18 | -3
Fc1ccccc1CSc1nc2ncccc2[nH]1 | 5 | -12
CCN(CC)CCNc1ncnc2c1sc1nc(N3CCCC3)c3c(c12)CC(C)(C)OC3 | 2 | -32

Molecules shown so far containing a COOH group (six):
mol | OX1R antag-1 | OX1R antag-2
Cc1n[nH]c(C)c1S(=O)(=O)N1CCC(C(=O)O)CC1 | 10 | -5
CCCNC(=O)/C=C/C(=O)O | 5 | -5
O=C(O)c1ccc(NS(=O)(=O)c2ccc3c(c2)OCCO3)cc1 | 8 | -9
COc1cc(OC)cc(C(=O)NC(C(=O)O)C23CC4CC(CC(C4)C2)C3)c1 (centres undefined) | 9 | -7
CCOC(=O)c1ccc(S(=O)(=O)N2CCC(C(=O)O)CC2)cc1 | 7 | -3
C/C(=N\N=C1\NC(=O)CC(C(=O)O)S1)c1cccs1 (centres undefined) | 10 | 5

Additional entries
mol | OX1R antag-1 | OX1R antag-2
CCNC(=O)NC1(C(=O)Nc2ccc3c(c2)CCC3)CCCCC1 | 29 | 6
OC[C@H]1O[C@@H](n2cnc3c(NC4CCCC4)ncnc32)[C@H](O)[C@@H]1O | 7 | -8
COc1ccc(CNC(=O)Cn2c(=O)n(CC(=O)N3CCCCC3)c(=O)c3sccc32)cc1 | 12 | -25
O=C(CCl)NN=C(c1ccccc1)c1ccccc1 | 13 | -18
